Salmonella PhoP GFP: Inhibition of PhoP regulon, Salmonella typhi GFP reporter cells, confirmation, 4 h (AID 1850) | Salmonella Typhi PhoP-promoter GFP reporter, fluorescence, 4 h; higher % means a stronger effect | one-dose inhibition, % at 50 µM; IC50 in µM for titrated hits | 0.33% of 310,000 active; in the data active = a potency from the dose series; inconclusive = inhibition mostly from about 25% at the one dose, without a potency; inactive = the rest, 99 in 100 with inhibition below about 19%;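 also: 0% = induced wells with vehicle and 100% = uninduced wells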
inhibitors of VEEV: inhibitors of VEEV TC-83 cytopathic effect, confirmation, Vero cells (AID 588727) | Vero cells, VEEV TC-83 cytopathic effect inhibition; higher % means a stronger effect | one-dose inhibition, % at 20 µM; IC50 in µM for titrated hits | 0.13% of 350,000 active; in the data active = a potency from the dose series; inconclusive = inhibition mostly from about 14% at the one dose, without a potency; inactive = the rest, 99 in 100 with inhibition below about 12%; also: strong numbers were not always called active
influenza NS1A: H1N1 influenza NS1A inhibitors, functional cell based assay (AID 504329); 0.3% of 340,000 active; NS1A functional cell-based assay, percent inhibition; higher % means a stronger effect; one-dose inhibition, % at 12.5 µM; IC50 in µM for titrated hits; in the data active = a potency from the dose series; inconclusive = inhibition above about 27% without an active follow-up result; also: strong numbers were not always called active
M. tuberculosis HTS: M. tuberculosis growth inhibition, HTS (AID 449762) | 0.59% of 330,000 active | inhibition, % at 25 µM; hits with a dose series show IC50 in µM | M. tuberculosis H37Rv growth inhibition, 7H9 media; higher % means a stronger effect; in the data active = a potency from the dose series; inconclusive = inhibition above about 70% without an active follow-up result;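 also: bacterial growth assessed after seven days of incubation; strong numbers were not always called active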
M. tuberculosis: growth inhibition of non-replicating M. tuberculosis (AID 488890); inhibition, % at 25 µM, or IC50 in µM where a hit was titrated; Mycobacterium tuberculosis non-replicating, growth inhibition; higher % means a stronger effect; 0.39% of 320,000 active; in the data active = a potency from the dose series; inconclusive = inhibition mostly from about 82% at the one dose, without a potency; inactive = the rest, 99 in 100 with inhibition below about 76%;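 also: plate controls were DMSO cells for no effect and high antibiotic wells for full effect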
Starred values were filed as active, the others as inactive; i = inactive; ? = inconclusive; . = not tested or not shown.

Value order: Salmonella PhoP GFP | inhibitors of VEEV | influenza NS1A | M. tuberculosis HTS | M. tuberculosis
- CSc1ccc(/C=N/NC(=O)CNc2ccc3ccccc3c2)cc1
→ -1% | 2.4% | -2% | ? | 55%
- O=C(O)c1cc2cc(S(=O)(=O)O)ccc2cc1O
→ . | 1.6% | -1% | . | .
- COP(=O)(OC)C(NC(=O)C(C)(C)C)=C(Cl)Cl
→ -1% | 4.8% | -1% | 15% | 10%
- COc1ccccc1NS(=O)(=O)c1ccc(N/N=C/C=C/c2ccccc2[N+](=O)[O-])c([N+](=O)[O-])c1
→ -2% | i | 9% | 7% | 2%
- Cc1ccc(NC(=O)CN(C)C(=O)C2CCC2)cc1
→ . | 0.2% | -2% | . | .
- COc1ccc(/C=C/C(=O)NC(=S)NNC(=O)[C@H]2C[C@@H]2c2ccccc2)cc1OC
→ 3% | 64% | 5% | -3% | 0%
- COc1ccc(OCc2nnc(SCC(=O)O)n2N)cc1
→ -3% | 0.4% | 0% | -2% | -7%
- CCOc1ccc(NC(=O)CSc2ncnc3c2sc2ccccc23)cc1
→ -1% | i | 22% | 2% | 19%
- COc1ccccc1N1CCN(C(=O)CN(Cc2ccc(Cl)cc2)S(C)(=O)=O)CC1
→ -15% | i | 22% | 0% | 1%
- Cc1cc(C(C)(C)CC(C)(C)C)ccc1OCCOCC[N+](C)(C)Cc1ccccc1
→ 18µM* | i | 12% | ? | ?
- COc1ccccc1Nc1nnc(C)c(=O)[nH]1
→ 5% | 3.9% | -4% | -6% | -1%
- COc1ccc(Cn2c(C)nc3c(c2=O)c2nc4ccccc4nc2n3Cc2ccco2)cc1
→ . | i | -4% | . | .
- CCc1ccc(-c2nc(C)c(CCO)c(=O)[nH]2)cc1
→ 2% | 1.3% | -13% | 5% | -8%
- CN(C)c1ccc(/C=C(\C#N)c2ccccn2)cc1
→ -35% | 1.5% | -10% | -6% | 11%
- CCCN(CCC)S(=O)(=O)c1ccc(C(=O)Nc2nnc(COC)o2)cc1
→ -6% | 3.6% | 5% | -4% | 14%
- CC(C)=NN1C(=O)c2ccccc2NC1(C)C
→ -6% | 2.4% | -18% | 5% | -10%
- Cc1cccc(OCC(=O)O/N=C(\N)c2ccc(Br)cc2)c1
→ 2% | 0.7% | -7% | -1% | 44%
- O=C(CSc1nc2cc(Cl)ccc2s1)N1CCN(C(=O)c2ccco2)CC1
→ -16% | 1.1% | -5% | ? | 75%
- CN1CC(c2ccccc2)Oc2ccccc2C1=S (centres undefined)
→ -1% | i | -17% | 0% | -1%
- CCS(=O)(=O)c1ccc2oc(SCC(=O)NCc3ccccc3)nc2c1
→ -15% | i | 3% | 1% | 0%
- O=S(=O)(c1ccc(Cl)cc1)N1CCC(O)(CN2CCN(Cc3ccccc3)CC2)CC1
→ 4% | 0.2% | 1% | -8% | 7%
- Cc1cccc(C)c1-n1nnnc1S(=O)(=O)Cc1ccccc1Cl
→ 4% | i | 8% | 8% | 19%
- Cc1nc2c(cc(Oc3ccc(S(=O)(=O)N4CCOCC4)cn3)c3ccsc32)s1
→ -1% | 4.8% | -7% | . | 1%
- CCOC(=O)c1cnc(-c2ccccc2O)nc1Cl
→ -6% | 1.5% | -12% | 12% | 76%
- CCCCOc1ccc(CC(=O)NCC(=O)O)cc1
→ -3% | 0.0% | 0% | -7% | -14%
- CCC(CC)C(=O)OCC(=O)Nc1cc(OC)c([N+](=O)[O-])cc1C
→ -7% | 0.3% | 3% | 0% | 24%
- COc1ccc(C(=O)OCC(=O)c2ccc3c(c2)NC(=O)CO3)cc1OC
→ . | 3.3% | -15% | 2% | 14%
- Cc1ccc(S(=O)(=O)N2CCC(C(=O)NCc3ccncc3)CC2)cc1
→ -11% | i | -8% | -6% | 3%
- CC(=O)Nc1ccc(OCc2cccc([N+](=O)[O-])c2)cc1
→ -6% | 1.2% | 1% | 30% | 47%
- Cc1cccc(NC(c2ccc(C)s2)c2ccc3ccc(C)nc3c2O)n1 (centres undefined)
→ 5% | 11% | -5% | 2% | ?
- Cc1ccc(C)c(NC(=O)Cn2nnc(C(=O)NCc3cccs3)c2N)c1
→ -1% | 5.8% | 6% | -3% | -5%
- COC(=O)c1cccc(C(=O)N2CCCC(CNC(=O)c3ccccc3Cl)C2)c1 (centres undefined)
→ -2% | 1.6% | 4% | -6% | -7%
- O=C(CCn1nc(-c2ccc(Cl)cc2)ccc1=O)N1CCN(c2ccc(F)cc2)CC1
→ 1% | 2.9% | -19% | 49% | 27%
- COCCCNC(=S)NNC(=O)c1csc2ccccc12
→ -4% | 1.2% | 2% | -2% | -4%
- CC(=O)C1=C(O)C(=O)N(c2ccc(O)cc2)C1c1ccc(C)cc1 (centres undefined)
→ 1% | i | -9% | 3% | 30%
- OC(CNCCc1ccc(C(F)(F)F)cc1)COC(c1ccccc1)c1ccccc1 (centres undefined)
→ 26µM* | i | 5% | 17µM* | ?
- O=C(CCC(=O)c1cccs1)NCc1ccc(Cl)cc1
→ 1% | 2.5% | 8% | 1% | 3%
- CCCCCCCCCCOC(=O)Cn1c(COc2cccc(OC)c2)[n+](C)c2ccccc21
→ 13µM* | 49% | 2% | ? | 34%
- CC1=CC2=NC(=O)CC(C)(C(=O)N(CC(=O)NC3CCCC3)c3cc(C)cc(C)c3)N2C=C1 (centres undefined)
→ 2% | i | -7% | -5% | -15%
- Cc1nn(CC(=O)NCc2ccco2)c(C)c1[N+](=O)[O-]
→ 15% | 0.6% | 16% | -2% | -10%
- COc1cccc(C2C(=O)c3ccccc3C2=O)c1
→ -2% | 1.5% | . | -2% | -11%
- COCCn1cc(C(=O)NCc2ccco2)c2c3ccccc3n(C)c2c1=O
→ 7% | 2.8% | 16% | 13% | -3%
- CCN(C(=O)COC(=O)/C(C#N)=C/c1ccc(N(C)C)cc1)C1CCS(=O)(=O)C1 (centres undefined)
→ . | 0.0% | -5% | -5% | 5%
- O=C(CSc1cccs1)Nc1ccc(Cl)cc1
→ -1% | i | 4% | -3% | ?
- Cc1cc[n+](-c2nc3ccccc3nc2[N-]S(=O)(=O)c2ccccc2)cc1
→ -15% | 0.4% | 11% | -7% | -2%

(more compounds)
Screens by letter: A = Salmonella PhoP GFP; B = inhibitors of VEEV; C = influenza NS1A; D = M. tuberculosis HTS; E = M. tuberculosis
Cc1nnc(NC(=O)C2=COCCO2)s1
  A: -1%	B: 1.3%	C: 6%	D: 8%	E: -4%
CSc1ccc(CNC(=O)Cc2ccc(NC(=O)C3=C(C)OCCS3)cc2)cc1
  A: 5%	B: i	C: 6%	D: -4%	E: 13%
O=C(c1cccs1)N1CCC(c2ccccc2)C1 (centres undefined)
  A: -3%	B: 1.9%	C: 0%	D: -1%	E: 71%
COP(=S)(OC)SCN1C(=O)c2ccccc2C1=O
  A: 0%	B: i	C: -2%	D: 6%	E: 1%
O=C(O)C1CCCN1S(=O)(=O)c1ccc2[nH]c(=O)c(=O)[nH]c2c1 (centres undefined)
  A: 5%	B: 2.4%	C: -4%	D: 0%	E: 2%
Cc1ccc(NS(=O)(=O)c2ccc3c(c2)c(=O)n(C)c(=O)n3C)cc1F
  A: -4%	B: 1.9%	C: 11%	D: -8%	E: 13%
CC(=O)c1ccc(NC(=O)[C@@]2(CC(=O)O)CC(/C=C/c3ccccc3)=NO2)cc1
  A: -14%	B: 1.2%	C: -11%	D: 1%	E: 37%
CCOC(=O)c1[nH]cnc1N=Nc1c(O)ccc2ccccc12
  A: -6%	B: 13%	C: -6%	D: 4%	E: 74%
C=CCn1c(SCc2nc3ccccc3[nH]2)nnc1-c1ccncc1
  A: -8%	B: 6.8%	C: ?	D: -8%	E: -3%
C[C@@H](OC(=O)N1CCCCC1)[C@H]1O[C@]2(C)CCCC[C@H]1O2
  A: .	B: i	C: 4%	D: -1%	E: -5%
COc1ccc(CC(=O)Nc2ccccc2C(=O)N2CCOCC2)cc1
  A: -6%	B: 0.7%	C: -2%	D: -2%	E: -18%
CCN1CCN(c2ncc(C(=O)Nc3cc(Cl)ccc3OC)c3ccccc23)CC1
  A: 1%	B: ?	C: 4%	D: 1%	E: 70%
Cc1ccc(S(=O)(=O)N2CCC(CN3C(=O)c4cccc5cccc(c45)C3=O)CC2)cc1
  A: 4%	B: 3.7%	C: -9%	D: 3%	E: 0%
CCOc1cc(/C=C2\SC(=N)N(c3nonc3N)C2=O)ccc1OCCN1CCOCC1
  A: -2%	B: 11%	C: -12%	D: 5%	E: -1%
COc1ccc(/C=C(\NC(=O)c2ccccc2)C(=O)N2CCCCC2)cc1OC
  A: 9%	B: i	C: -19%	D: 2%	E: -13%
O=C(COc1ccc([N+](=O)[O-])cc1)N(C1CCCCC1)C1CCS(=O)(=O)C1 (centres undefined)
  A: -5%	B: 0.3%	C: 9%	D: -4%	E: -6%
O=C(NNc1cccc(Cl)c1)c1cccnc1Cl
  A: -5%	B: i	C: -10%	D: ?	E: 73%
O=C1CC(C(=O)O)(c2ccccc2)c2cccc(F)c21 (centres undefined)
  A: 5%	B: 0.2%	C: -2%	D: 6%	E: 8%
CCOC(=O)C1C(=O)C=C(C)C(C(=O)OCC)C1c1cccc([N+](=O)[O-])c1 (centres undefined)
  A: 1%	B: 0.2%	C: -1%	D: -1%	E: -4%
Cc1ccccc1Cn1c2ccccc2c2cnn(CC(=O)NCCCN3CCN(C)CC3)c(=O)c21
  A: -1%	B: 5.2%	C: 6%	D: 4%	E: 40%
O=C(Nc1ccccc1)c1cccc(N2C(=O)C3C4C=CC(C5CC45)C3C2=O)c1 (centres undefined)
  A: 6%	B: 3.7%	C: -3%	D: 3%	E: -15%
Cc1onc(C(=O)Nc2cccc(C(F)(F)F)c2)c1[N+](=O)[O-]
  A: -12%	B: 38%	C: -10%	D: 4%	E: 16%
CCC(=O)N(C)/C=C1\Sc2ccccc2C1=O
  A: -2%	B: 0.6%	C: 9%	D: -1%	E: 2%
COc1ccc(/C=C2/C(=N)N3N=C(CC(=O)N4CCCC4)SC3=NC2=O)cc1OC
  A: 4%	B: 3.7%	C: -10%	D: -3%	E: -10%
COC(=O)c1ccc(CNC(=O)COC(=O)c2cc(Cl)ccc2O)cc1
  A: .	B: 1.4%	C: -9%	D: 65%	E: .

Another view of part of the listing above.
| Compound | Salmonella PhoP GFP | inhibitors of VEEV | influenza NS1A | M. tuberculosis HTS | M. tuberculosis |
| --- | --- | --- | --- | --- | --- |
| O=C(COc1ccc([N+](=O)[O-])cc1)N(C1CCCCC1)C1CCS(=O)(=O)C1 (centres undefined) | -5% | 0.3% | 9% | -4% | -6% |
| O=C(NNc1cccc(Cl)c1)c1cccnc1Cl | -5% | i | -10% | ? | 73% |
| O=C1CC(C(=O)O)(c2ccccc2)c2cccc(F)c21 (centres undefined) | 5% | 0.2% | -2% | 6% | 8% |
| CCOC(=O)C1C(=O)C=C(C)C(C(=O)OCC)C1c1cccc([N+](=O)[O-])c1 (centres undefined) | 1% | 0.2% | -1% | -1% | -4% |
| Cc1ccccc1Cn1c2ccccc2c2cnn(CC(=O)NCCCN3CCN(C)CC3)c(=O)c21 | -1% | 5.2% | 6% | 4% | 40% |
| O=C(Nc1ccccc1)c1cccc(N2C(=O)C3C4C=CC(C5CC45)C3C2=O)c1 (centres undefined) | 6% | 3.7% | -3% | 3% | -15% |
| Cc1onc(C(=O)Nc2cccc(C(F)(F)F)c2)c1[N+](=O)[O-] | -12% | 38% | -10% | 4% | 16% |
| CCC(=O)N(C)/C=C1\Sc2ccccc2C1=O | -2% | 0.6% | 9% | -1% | 2% |
| COc1ccc(/C=C2/C(=N)N3N=C(CC(=O)N4CCCC4)SC3=NC2=O)cc1OC | 4% | 3.7% | -10% | -3% | -10% |
| COC(=O)c1ccc(CNC(=O)COC(=O)c2cc(Cl)ccc2O)cc1 | . | 1.4% | -9% | 65% | . |

Going on with the list:
Screens by letter: A = Salmonella PhoP GFP; B = inhibitors of VEEV; C = influenza NS1A; D = M. tuberculosis HTS; E = M. tuberculosis
CC(CNC(=O)Cn1ccc2cc(S(=O)(=O)N3CCCC3)ccc21)c1ccccc1 (centres undefined)
  A: -2%	B: 1.7%	C: 8%	D: -6%	E: 22%
Cc1ccccc1N1C(=O)C2C3CCC(O3)C2C1=O (centres undefined)
  A: -5%	B: 1.0%	C: -6%	D: 2%	E: -8%
CC(=O)c1ccc(OCCCC(=O)OCC(=O)N2CCN(c3ccccc3)CC2)cc1
  A: -8%	B: 2.5%	C: -4%	D: 37%	E: ?
O=c1cc(N2CCc3ccccc3C2)[nH]c(=O)n1Cc1ccc(F)cc1
  A: 0%	B: i	C: -5%	D: -5%	E: 20%
O=C(Nc1ccccc1O)C(c1ccccc1)c1ccccc1
  A: 7%	B: i	C: -22%	D: 5%	E: -1%

Screens: PubChem, Southern Research Specialized Biocontainment Screening Center
